GalR3 antag: blocks the human galanin receptor 3; inhibition, % at 3 µM; hit rate 0.44% among 360,000; HEK293 GalR3-CNG cAMP membrane potential fluorescence; galR3 body fused to GalR1 C-terminus;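 active means inhibition above the screen-wide average plus 3 SD, cut at about 13% in these data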;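 further: forskolin and galanin both at EC90 stimulate the cells; cAMP rise reported by CNG channel membrane potential dye signal; 0% = forskolin plus galanin with DMSO and 100% = forskolin alone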
Target sequence (O60755 1-299 limits assumed): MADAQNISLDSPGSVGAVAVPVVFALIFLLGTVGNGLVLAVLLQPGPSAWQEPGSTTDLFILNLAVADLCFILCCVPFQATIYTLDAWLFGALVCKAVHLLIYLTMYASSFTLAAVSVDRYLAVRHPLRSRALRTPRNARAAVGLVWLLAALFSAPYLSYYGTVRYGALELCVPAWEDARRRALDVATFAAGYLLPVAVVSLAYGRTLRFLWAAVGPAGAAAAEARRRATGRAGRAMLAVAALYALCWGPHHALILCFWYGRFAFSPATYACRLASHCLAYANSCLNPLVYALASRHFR
OXTR ag: human OXTR agonism; P30559; CHO-OTR cells, Fluo-8 calcium fluorescence; normalized: DMSO 0%, oxytocin 100%; activation, % at 3 µM; hit rate 0.32% among 320,000; AID 2435;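 active means activation above the mean of all tested compounds plus 3 SD, cutoff set per screening run, cut at about 20% in these data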;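 further: peak over basal fluorescence ratio from a 100 s FLIPR kinetic read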
Target sequence (P30559 whole entry, looked up): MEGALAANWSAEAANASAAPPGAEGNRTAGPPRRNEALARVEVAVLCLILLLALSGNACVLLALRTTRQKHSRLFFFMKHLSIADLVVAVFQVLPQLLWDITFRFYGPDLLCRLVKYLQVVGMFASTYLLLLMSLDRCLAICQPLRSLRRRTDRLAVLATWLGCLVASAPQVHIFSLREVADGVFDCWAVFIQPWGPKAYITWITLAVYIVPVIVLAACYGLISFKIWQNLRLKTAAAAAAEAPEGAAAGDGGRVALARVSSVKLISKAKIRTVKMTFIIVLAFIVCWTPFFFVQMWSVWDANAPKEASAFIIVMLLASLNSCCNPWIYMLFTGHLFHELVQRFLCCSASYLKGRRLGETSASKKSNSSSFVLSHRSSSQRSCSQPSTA
PHOSPHO1 block: blocks human PHOSPHO1 phosphatase activity; hit rate 1.1% among 290,000; Q8TCT1; inhibition, % at 13.3 µM; AID 1565; recombinant PHOSPHO1, absorbance phosphatase assay; in the data active means inhibition above about 60%
Target sequence (Q8TCT1 whole entry, looked up): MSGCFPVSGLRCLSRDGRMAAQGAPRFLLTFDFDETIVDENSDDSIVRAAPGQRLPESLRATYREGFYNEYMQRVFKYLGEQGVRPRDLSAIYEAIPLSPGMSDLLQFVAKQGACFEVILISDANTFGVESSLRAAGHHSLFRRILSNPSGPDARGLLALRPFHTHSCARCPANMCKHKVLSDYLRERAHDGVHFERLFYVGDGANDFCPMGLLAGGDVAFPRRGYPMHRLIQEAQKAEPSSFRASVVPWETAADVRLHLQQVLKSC
GPR7 antag: human neuropeptides B/W receptor 1 antagonism; inhibition, % at 4.4 µM; AID 1861; P48145; hit rate 1.1% among 290,000; GPR7-expressing cells, fluorescence antagonist assay; in the data active means inhibition above about 16%, passing the limit was not always enough;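 further: cells stimulated with the agonist NPW; 0% = agonist with vehicle and 100% = vehicle without agonist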
MEKK2mut PB1 HTS: signal of MEK5 binding to mutant human MEKK2 PB1 domain. bead flow cytometry, Alexa488-MEK5 binding to MEKK2 mutant. percent response, % at 10 µM. hit rate 0.35% among 290,000. AID 1530; in the data active means percent response above about 24%, passing the limit was not always enough; further: inactives centre near 1; some results filed as inactive read as strong as hits; reference of the scale not given here
V1R ag counter: V1a receptor agonism, counter-screen for OXTR agonists; P37288; CHO-V1R cells, Fluo-8 calcium fluorescence, agonist mode; 0% DMSO, 100% 3 nM vasopressin; activation, % at 3 µM; hit rate 0.25% among 320,000;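 active means activation above the mean activation of all tested compounds plus 3 SD, per screening run, cut at about 20% in these data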;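 further: signal is peak over basal fluorescence ratio across a 100 second FLIPR read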
NALP1 yeast inh: inhibitors of NALP1 inflammasome in yeast. S. cerevisiae NALP1/ASC/caspase-1 growth, X-gal OD620, 72 h. inhibition, % at 10 µM. hit rate 0.61% among 280,000; in the data active means inhibition mostly above about 24%, no sharp cut-off; inactive means mostly below about 32%; further: some compounds called inactive have numbers as strong as hits
MEKK3 PB1 HTS: raises or lowers MEK5 binding to the human MEKK3 PB1 domain; bead-based flow cytometry, Alexa488-MEK5 binding to MEKK3; actives lie on both sides; 0 = blocked by unlabeled MEK5, 100 = vehicle; binding response (% of control), % at 10 µM; hit rate 1.4% among 290,000;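 active means binding response more than 3 SD above or below the average of its plate-row segment, actives on both sides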;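 further: Alexa488 bead fluorescence after subtracting the streptavidin-only scavenger bead signal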
MEKK2 WT-MEK5: raises or lowers MEK5 binding to wildtype human MEKK2 PB1 domain | Q9Y2U5 | bead flow cytometry, Alexa488-MEK5 binding to MEKK2 WT; actives lie on both sides | binding response (% of control), % at 10 µM | hit rate 1.1% among 290,000; in the data active means binding response below about 67% or above about 130%
Active calls of the source: *; x = not tested or not shown.

nr	compound	GalR3 antag	OXTR ag	PHOSPHO1 block	GPR7 antag	MEKK2mut PB1 HTS
1	COc1ccc(Nc2oc(COc3cccc(C)c3)nc2C#N)cc1	-6	-1.4	-18	-7	2
2	COc1ccc(NC2=C(c3ccc(OC)cc3)C(=O)c3ccccc32)cc1	-1	-2.9	-4	-7	-2
3	CCN(C(=O)CSc1nnc2c3ccccc3n(CC)c2n1)C1CCS(=O)(=O)C1 (configuration not stated)	-1	-0.2	0	1	0
4	Cc1ccc2c(c1)/C(=N/OS(=O)(=O)c1ccccc1)CCS2	-2	0.1	x	-8	2
5	Cc1ccc(C(=O)Nc2ccc(S(=O)(=O)N3CCOCC3)cc2)cc1	-1	0.1	2	-1	-1
6	Cc1cccc(N/N=C2/COC(C)(C)CC2=O)c1	-3	1.4	17	-11	-2
7	CC(CCc1ccccc1)NC(=O)COC(=O)c1ccc([N+](=O)[O-])cc1 (configuration not stated)	-11	-0.5	27	2	4
8	CCCc1cc(=O)oc2c(C)c(OC3CCCCC3=O)ccc12 (configuration not stated)	-6	x	23	-7	4
9	Cc1ccc(-n2nnc3c(=O)n(CC(=O)N4CCC(C)CC4)cnc32)cc1	x	-0.3	5	-12	5
10	COc1cccc(CNC(=O)Cn2ccc([N+](=O)[O-])n2)c1	-7	-0.7	x	-2	1

nr	V1R ag counter	NALP1 yeast inh	MEKK3 PB1 HTS	MEKK2 WT-MEK5
1	-1.1	4	106	109
2	-1.7	5	110	102
3	0.0	13	126	101
4	0.2	x	107	108
5	1.2	3	104	101
6	4.0	20	94	94
7	1.0	0	102	105
8	x	26	108	104
9	0.2	9	104	106
10	0.2	-17	103	102

Just GalR3 antag and MEKK2mut PB1 HTS (2 entries from above):
nr	SMILES	GalR3 antag	MEKK2mut PB1 HTS
9	Cc1ccc(-n2nnc3c(=O)n(CC(=O)N4CCC(C)CC4)cnc32)cc1	x	5
10	COc1cccc(CNC(=O)Cn2ccc([N+](=O)[O-])n2)c1	-7	1

Remaining list, next part
nr	compound	GalR3 antag	OXTR ag	PHOSPHO1 block	GPR7 antag	MEKK2mut PB1 HTS
11	COc1ccc(CN(C)C(=S)Nc2ccc(Cl)cc2Cl)cc1	-3	2.7	0	-11	-13
12	COc1cc(-c2noc(C3CCCN(C(=O)c4c(F)cccc4F)C3)n2)cc(OC)c1OC (configuration not stated)	-4	-1.1	29	-15	0
13	O=c1cnn(Cc2ccc(Cl)c(Cl)c2)c2ccccc12	-10	5.5	23	2	-1
14	Cc1cccc(NCN2C(=O)c3ccccc3C2=O)c1	-5	0.3	11	-4	7
15	CC1CCc2nn(CC(=O)NCCCN3CCCC3=O)cc2C1 (configuration not stated)	1	-1.0	-15	x	5
16	COc1cccc(-c2csc(N3CCN(C(=S)Nc4ccccc4C)CC3)n2)c1	2	-1.2	35	11	-10
17	Cc1csc(NC(=O)CSc2nnc(Cc3cccn3C)n2CCc2ccccc2)n1	1	3.4	-6	28*	-4
18	CCCc1ccc(S(=O)(=O)N/N=C(/C)c2ccc3c(c2)OCO3)cc1	0	x	36	-25	1
19	O=C(Cc1cccs1)NNC(=O)C12CC3CC(CC(C3)C1)C2	2	1.8	61*	-12	-5
20	CCCCC1=CC2=C(c3ccco3)C(=O)C(C)(OC(=O)c3ccc(OC)cc3)C(=O)C2=CN1C1CCCC1 (configuration not stated)	x	0.4	x	x	-1

nr	V1R ag counter	NALP1 yeast inh	MEKK3 PB1 HTS	MEKK2 WT-MEK5
11	-0.6	2	97	99
12	0.5	8	101	105
13	4.1	29	104	101
14	1.1	10	104	103
15	0.1	-17	104	106
16	-0.7	-2	97	93
17	1.2	21	94	94
18	x	1	102	103
19	0.9	-73	97	94
20	1.0	x	96	92

nr	compound	GalR3 antag	OXTR ag	PHOSPHO1 block	GPR7 antag	MEKK2mut PB1 HTS
21	CCCn1c(SCC(=O)N2CCCC(C)C2)nnc1-c1cccnc1 (configuration not stated)	-2	-0.5	52	0	-3
22	Cc1ccc(C(=O)Nc2ccc(OCc3ccccc3)cc2)cc1[N+](=O)[O-]	-3	4.2	31	-3	1
23	CCCCC(=O)Nc1nnc(S(=O)(=O)N(CC)c2ccccc2)s1	-7	0.3	35	2	3
24	Cc1onc(-c2ccccc2Cl)c1C(=O)Nc1cc(=O)n(C)c(=O)n1C	-4	-0.7	x	-8	5
25	N/C(CC(=O)Nc1ccc(F)c(Cl)c1)=N\OC(=O)c1cccs1	-3	-0.4	6	1	-3
26	CCOC(=O)/C=C1\NC(C)(C)Cc2cc(OC)c(OC)cc21	0	-1.3	26	12	3
27	CN1CCN(C(=O)CCS(=O)(=O)c2cc3c(cc2Cl)NC(=O)CO3)CC1	-1	0.9	12	5	4
28	CC(C)c1nc(Cl)c(C#N)c2c1CSC(C)(C)C2	-5	-2.3	11	-7	-2
29	CCCc1c(C(=O)N/N=C/c2ccccc2C(F)(F)F)nnn1-c1nonc1N	-9	-2.9	51	-10	2
30	Cc1csc(-c2cccnc2)n1	-3	0.3	9	0	-2

nr	V1R ag counter	NALP1 yeast inh	MEKK3 PB1 HTS	MEKK2 WT-MEK5
21	0.6	12	97	96
22	3.7	9	98	99
23	1.4	6	104	103
24	1.3	x	102	106
25	0.6	24	97	96
26	-1.2	-4	95	95
27	0.2	11	104	104
28	-1.5	19	90	95
29	-0.4	4	106	100
30	0.8	21	97	96

Taken from above.
PHOSPHO1 block, `CCCc1c(C(=O)N/N=C/c2ccccc2C(F)(F)F)nnn1-c1nonc1N` reads 51
MEKK2mut PB1 HTS, `Cc1csc(-c2cccnc2)n1` reads -2
GPR7 antag, `CCOC(=O)/C=C1\NC(C)(C)Cc2cc(OC)c(OC)cc21` reads 12
MEKK2mut PB1 HTS, `Cc1ccc(C(=O)Nc2ccc(OCc3ccccc3)cc2)cc1[N+](=O)[O-]` reads 1
MEKK2mut PB1 HTS, `CCCn1c(SCC(=O)N2CCCC(C)C2)nnc1-c1cccnc1` (configuration not stated) reads -3
OXTR ag, `CCCCC(=O)Nc1nnc(S(=O)(=O)N(CC)c2ccccc2)s1` reads 0.3

The results go on:
nr	compound	GalR3 antag	OXTR ag	PHOSPHO1 block	GPR7 antag	MEKK2mut PB1 HTS
31	Cc1ccnc(N2C(=O)c3cccc4c([N+](=O)[O-])ccc(c34)C2=O)c1	10	0.0	-3	13	1
32	Cc1cccn2c(=O)c3cc(C(=O)NC4CCCC4)c(=N)n(Cc4ccc(F)cc4)c3nc12	-1	-0.2	24	-14	0
33	CCCSc1cc(NCCOC(C)=O)c([N+](=O)[O-])c2nonc12	-5	0.3	-5	8	-1
34	CCn1ccnc1CNC(=O)CC1C(=O)NCCN1Cc1ccc(F)cc1Cl (configuration not stated)	5	0.4	29	9	-4
35	COc1cc(NC(=S)N2CCc3ccccc3C2)cc(OC)c1	-4	-1.0	23	-15	-1
36	CC(CCc1ccccc1)NC(=O)c1cncc(Br)c1 (configuration not stated)	-2	-1.5	2	-4	2
37	O=C(O)c1ccc(CSc2nnc(-c3ccncc3)n2CC2CCCO2)cc1 (configuration not stated)	-8	-0.2	-3	-16	6
38	CN(CCCNC(=O)C1CCC(=O)N1Cc1ccc(F)cc1)c1ccccc1 (configuration not stated)	2	-1.6	4	9	-6
39	CCC(=O)Nc1nnc(SCC(=O)c2ccc3c(c2)Cc2ccccc2-3)s1	-3	0.3	-39	4	5
40	c1ccc(-n2nnnc2NCCc2c[nH]c3ccccc23)cc1	-2	3.0	7	12	-1

nr	V1R ag counter	NALP1 yeast inh	MEKK3 PB1 HTS	MEKK2 WT-MEK5
31	1.2	16	100	101
32	-0.4	8	99	98
33	6.2	-2	97	94
34	1.1	11	93	94
35	2.1	1	100	98
36	0.0	7	103	105
37	0.8	13	103	109
38	-0.3	-1	100	100
39	0.7	18	102	102
40	2.3	15	100	98

nr	compound	GalR3 antag	OXTR ag	PHOSPHO1 block	GPR7 antag	MEKK2mut PB1 HTS
41	C=CCSc1ncnc2sc(C)c(C)c12	-2	-0.1	-6	-6	-2
42	O=C(CCNS(=O)(=O)c1cccc2nsnc12)NCCc1ccccc1	-2	-0.6	3	-5	4
43	CCN(CC)CC(=O)N1c2ccccc2Oc2c(c(=O)n(C)c(=O)n2C)C1c1cccc([N+](=O)[O-])c1 (configuration not stated)	-3	-1.0	53	-10	-17
44	S=C(Nc1ccc(Br)cc1Cl)NC1CCN(Cc2ccccc2)CC1	-7	11	32	-3	13
45	CCN(CC)CCCN(Cc1cc2cc3c(cc2[nH]c1=O)OCCO3)C(=O)Nc1ccccc1	-2	-0.4	-8	-12	0
46	Cc1cc(C)cc(-n2nnc(C(=O)NCc3ccc4c(c3)OCO4)c2N)c1	-4	3.1	-2	-6	0
47	Cc1cc(C2(O)C(=O)Nc3ccccc32)ccc1F (configuration not stated)	-7	0.2	37	-12	-2
48	O=C(CN(CCc1ccccc1)C(=O)CNS(=O)(=O)c1ccccc1)NCC1CCCO1 (configuration not stated)	0	-0.7	27	0	12
49	CC1=NN(c2ccc(Cl)cc2)C(=O)C1C(c1ccccc1O)c1c(C)[nH]n(-c2ccc(Cl)cc2)c1=O (configuration not stated)	x	20*	-9	2	-3
50	COc1ccc(Br)cc1-c1nc2c(c(=O)[nH]c(=O)n2Cc2ccccc2)n1C	-8	0.6	3	-1	-1

nr	V1R ag counter	NALP1 yeast inh	MEKK3 PB1 HTS	MEKK2 WT-MEK5
41	-0.2	19	95	92
42	0.3	15	110	119
43	-0.6	x	60	64
44	4.9	12	100	110
45	0.6	-3	96	103
46	3.2	2	109	105
47	0.8	2	102	106
48	1.4	x	98	96
49	13	12	75	61
50	0.9	15	100	97

nr	compound	GalR3 antag	OXTR ag	PHOSPHO1 block	GPR7 antag	MEKK2mut PB1 HTS
51	O=C(CN1CCCCCC1)Nc1ccc(Cl)cn1	-4	-0.9	-1	0	-15
52	Cc1ccc(Oc2nc3ccccc3n3c(C)nnc23)cc1	-6	-1.0	19	-3	-9
53	O=C(COc1ccc(-c2nnco2)cc1)N1CCN(S(=O)(=O)c2ccccc2)CC1	-2	0.6	26	4	3
54	C/C(=N\NC(=S)NCc1ccccc1)c1ccc(C)o1	-2	0.0	30	2	-1

nr	V1R ag counter	NALP1 yeast inh	MEKK3 PB1 HTS	MEKK2 WT-MEK5
51	0.6	2	94	92
52	-0.5	15	104	103
53	2.6	-13	110	104
54	-0.6	-12	103	105

From PubChem BioAssay

Compounds as they come; 5.4% or so of the library scored in one or more.
